# Source: PubChem BioAssay (National Center for Advancing Translational Sciences (NCATS))
# RORgamma inh – inhibitors of mouse ROR gamma transcriptional activity; AID 2551; Potency, µM (top dose mostly 53.6 µM), for the others: at the highest dose activity change, negative = inhibition, hits mostly inhibitors; Drosophila S2 Gal4-RORgamma UAS-luciferase reporter, 20 h; P51450; 310,000 tested, 5.4% active; also: potency is read from the fitted curve at half-maximal effect; % is scaled to controls: 0 for no effect and ±100 for the full control effect; nearly all actives have a fitted effect of over 60% in size
#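 A Gal4/UAS one-hybrid system in insect cells: metallothionein-promoter Gal4–ROR gamma fusion plus Photinus luciferase reporter. Copper sulfate 700 uM final, 20 hr ambient incubation, luminescent detection after 10 min with reagent.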
# FLuc counter – inhibits or activates purified firefly luciferase, miR-21 counter-screen. AID 588342. 360,000 tested, 6.9% active. Potency, µM (highest dose often 57.5 µM), for inactives: at the top dose activity change, negative = inhibition, hits mostly inhibitors. purified FLuc, Km substrates, luminescence inhibition;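 also: potency is read from the fitted curve at half-maximal effect; plate controls were vehicle for no effect and reference inhibitor for full effect; nearly all actives have a fitted effect of over 55% in size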
#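 Purified P. pyralis luciferase, 10 nM final, with Km-level 10 uM D-luciferin and 10 uM ATP in 50 mM Tris acetate pH 7.5, 10 mM Mg acetate, 0.01% Tween-20, 0.05% BSA; 6-point qHTS titration about 60 µM downward; luminescence read.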
# VP16 counter – counter-screen for ROR gamma inhibitors: Gal4-VP16 reporter. 310,000 tested, 3.5% active. Potency, µM (top dose mostly 53.6 µM), inactives show top-dose activity, negative = inhibition, most hits filed as inhibitors. Drosophila S2 Gal4-VP16 UAS-luciferase, luminescence, 20 h. AID 2546;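 also: Gal4-VP16 expression switched on by copper sulfate through the metallothionein promoter; potency is read from the fitted curve at half-maximal effect; % is scaled to controls: 0 for no effect and ±100 for the full control effect; nearly all actives have a fitted effect of over 50% in size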
# KCNH2 3.1 inh – inhibitors of human KCNH2 3.1 potassium channel isoform. U2OS KCNH2 3.1, thallium flux FluxOr; active compounds read low. activity change, % (tested at about 1.8 µM). 340,000 tested, 0.95% active. AID 720553;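 active = maximum activity change below -70%; inconclusive = maximum activity change from -70% to -50%; inactive = maximum activity change above -50%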;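 also: thallium influx rate constant from kinetic fluorescence after stimulation buffer; % is scaled to controls: 0 for no effect and ±100 for the full control effect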
#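 Thallium flux read-out: FluxOr dye with Red40 quencher in HBSS/HEPES, 45 min at RT. Rate constants from kinetic reads were normalized to positive and negative DMSO controls. Cells: U2OS virally expressing the 3.1 isoform.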
# NPC1 prom act – activates the NPC1 promoter; Huh7 NPC1 promoter luciferase reporter, 24 h; Potency, µM (doses to about 9.22 µM), without a hit: top-dose activation, hits mostly activators; 320,000 tested, 2.4% active; AID 485313;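 also: potency is read from the fitted curve at half-maximal effect; % of control where 0% means no effect; nearly all actives have a fitted effect of over 60% in size; reporter is driven by a mutant NPC1 promoter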
#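 NPC1 promoter–luciferase Huh7 cells; 24 h compound; luminescence.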
# Menin-MLL TR inh – inhibitors of human menin-MLL interaction, mutant MLL peptide | Potency, µM (highest dose often 61.6 µM), without a hit: at the top dose FP activity change, negative = inhibition, actives largely listed as inhibitors | 270,000 tested, 0.23% active | Menin + Texas Red MLL mutant peptide, fluorescence polarization; active = well fitted inhibition curve with a large enough effect in the polarisation, with a control signal flat, not every such curve was filed as active; inconclusive = small, poorly fitted or top-dose-only effect, or effect the other way, or a change in a side signal; inactive = no such curve, though single readings can be large or run the other way; the % refers to the polarisation; also: potency is read from the fitted curve at half-maximal effect; % of control where 0% means no effect; many of its hits are not listed in these tables
# Target sequence (O00255 whole entry, looked up): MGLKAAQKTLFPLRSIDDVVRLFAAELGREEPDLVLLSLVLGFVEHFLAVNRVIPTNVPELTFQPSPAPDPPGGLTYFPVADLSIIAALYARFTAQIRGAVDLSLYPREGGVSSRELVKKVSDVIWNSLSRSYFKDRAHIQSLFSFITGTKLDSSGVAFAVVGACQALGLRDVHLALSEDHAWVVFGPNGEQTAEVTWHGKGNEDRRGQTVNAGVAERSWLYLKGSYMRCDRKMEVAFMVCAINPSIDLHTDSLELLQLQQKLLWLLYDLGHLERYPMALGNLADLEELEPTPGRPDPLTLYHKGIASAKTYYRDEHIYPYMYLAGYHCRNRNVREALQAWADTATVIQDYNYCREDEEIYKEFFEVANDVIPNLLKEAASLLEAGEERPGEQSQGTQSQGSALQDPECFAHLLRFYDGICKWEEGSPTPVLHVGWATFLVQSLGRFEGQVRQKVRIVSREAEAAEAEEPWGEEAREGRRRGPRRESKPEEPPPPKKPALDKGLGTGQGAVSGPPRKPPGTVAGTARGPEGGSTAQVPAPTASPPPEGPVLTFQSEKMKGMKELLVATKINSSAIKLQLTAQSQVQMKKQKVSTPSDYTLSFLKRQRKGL
# Rab9 prom act – Rab9 promoter activation; Huh7 Rab9 promoter-luciferase reporter, luminescence, 24 h; Potency, µM (top dose mostly 9.22 µM), for inactives: at the top dose activation, negative = inhibition, usual class: activators; 320,000 tested, 2.8% active; also: potency is read from the fitted curve at half-maximal effect; % of control where 0% means no effect; nearly all actives have a fitted effect of over 60% in size
#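 Promoter activation is measured as luciferase luminescence in Huh7 cells stably transfected with a Rab9 promoter–luciferase construct, following 24 h compound exposure at 37 °C and 10 min reagent incubation at ambient temperature.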
# ELG1 repair inh – ELG1-dependent DNA repair inhibition; HEK293T ELG1-luciferase reporter, luminescence, 16 h; DNA damage induced by 5-fluorouridine; Potency, µM (highest dose often 46.1 µM), for inactives: top-dose activity change, negative = inhibition, usual class: inhibitors; 330,000 tested, 2.3% active; also: potency is read from the fitted curve at half-maximal effect; % is scaled to controls: 0 for no effect and ±100 for the full control effect; nearly all actives have a fitted effect of over 55% in size
#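 In this reporter screen, reduction of luminescence relative to DMSO vehicle indicated activity. Compounds and 5-fluorouridine were added together to 2,000 cells per well, incubated for 16 hr at 37 °C, then developed with ONE-Glo.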
# PKM2 activator – activators of human pyruvate kinase M2; Potency, µM (titrated, usually from 57.5 µM), for inactives: top-dose activation, actives largely listed as activators; 260,000 tested, 0.34% active; purified PKM2, Kinase-Glo ATP luminescence, activation; response scale: 0% is enzyme alone, no compound; P14618; AID 1631; also: potency is read from the fitted curve at half-maximal effect; % is scaled to controls: 0 for no effect and ±100 for the full control effect; nearly all actives have a fitted effect of over 55% in size
#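 Purified hPK-M2 (>95%) run at intermediate activity with 0.1 mM ADP and 0.5 mM PEP in 50 mM imidazole pH 7.2, KCl, MgCl2; 1 h room temperature. ATP formed read by Kinase-Glo luminescence; normalized to uninhibited and no-enzyme controls.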
# MBNL1 CUG block – MBNL1-poly(CUG) RNA binding inhibition; Q9NR56; TR-FRET MBNL1-His/biotin-(CUG)12 binding, 665/545 ratio; Potency, µM (doses to about 57.5 µM), for inactives: top-dose activity change, negative = inhibition, usual class: inhibitors; 280,000 tested, 0.036% active; active = well fitted inhibition curve with a large enough effect in the signal ratio, with a control signal flat, not every such curve was filed as active; inconclusive = small, poorly fitted or top-dose-only effect, or effect the other way, or a change in a side signal; inactive = no such curve, though single readings can be large or run the other way; the % refers to the signal ratio; also: potency is read from the fitted curve at half-maximal effect; % is scaled to controls: 0 for no effect and ±100 for the full control effect
# Target sequence (Q9NR56 whole entry, looked up): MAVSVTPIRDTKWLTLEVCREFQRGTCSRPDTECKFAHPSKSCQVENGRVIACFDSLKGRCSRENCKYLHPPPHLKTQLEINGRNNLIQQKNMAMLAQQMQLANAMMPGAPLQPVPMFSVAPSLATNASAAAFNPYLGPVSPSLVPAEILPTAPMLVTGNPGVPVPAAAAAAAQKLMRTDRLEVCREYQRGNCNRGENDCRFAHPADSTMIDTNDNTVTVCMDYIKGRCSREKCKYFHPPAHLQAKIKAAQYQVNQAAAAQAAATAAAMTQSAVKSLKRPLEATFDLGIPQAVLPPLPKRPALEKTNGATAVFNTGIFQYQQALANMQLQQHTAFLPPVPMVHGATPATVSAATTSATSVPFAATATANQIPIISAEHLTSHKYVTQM
#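 Compound titration spanned 92 nM–58 uM against the MBNL1-His/biotin-(CUG)12 complex. After 60 min at room temperature with 5 nM streptavidin-XL665 and 0.055 ng/ul terbium anti-His, ratiometric 665/545 nm emission (Ex 340 nm) normalized to controls.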
# Mito fusion yeast – blocks mitochondrial division or promotes mitochondrial fusion; S. cerevisiae fusion-defective mutant growth rescue, CellTiterGlo 48 h; Potency, µM (doses to about 46.1 µM), for the others: at the top dose growth rescue (activation), most hits filed as activators; 320,000 tested, 0.23% active;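 also: potency is read from the fitted curve at half-maximal effect; % of control where 0% means no effect; nearly all actives have a fitted effect of over 45% in size; temperature-sensitive fusion mutants such as fzo1-1 at 37 °C on non-fermentable ethanol glycerol medium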
#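 Temperature-sensitive fusion-defective S. cerevisiae (e.g. fzo1-1, mgm1-5) were grown with compound in YPEG medium (3% ethanol, 3% glycerol) for 48 hours at 37C. Growth rescue was measured as viability by CellTiterGlo luminescence after 10 minutes at ambient.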
# The depositor's hits bear a star; u = inconclusive; x = not tested or not shown; [ ] = another dose, or the depositor's remark. Unless noted, calls follow the shape of the dose curve; as a rule, active = well fitted curve in the direction sought with a large enough effect; inconclusive = small, poorly fitted or top-dose-only effect, or another doubt; inactive = no such curve, though single readings can be large; an effect the other way counts as inactive or inconclusive.
SMILES,RORgamma inh,FLuc counter,VP16 counter,KCNH2 3.1 inh,NPC1 prom act,Menin-MLL TR inh,Rab9 prom act,ELG1 repair inh,PKM2 activator,MBNL1 CUG block,Mito fusion yeast
O=C1[C@@H]2C(c3cccnc3)=NO[C@@H]2C(=O)N1c1ccc(Br)cc1,23%,5%,-6%,4,-3%,x,2%,-8%,5%,x,-1%
COc1ccc(CNC(=O)OCCN2CCN(Cc3ccccc3)CCC2=O)cc1,u,-13%,2%,1,0%,-17%,3%,-1%,-5%,-6%,-3%
O=C(CSc1nnc(-c2ccc(O)cc2)n1Cc1ccccc1)NNC(=O)c1ccc(Br)cc1,9%,-13%,28%,-8,0%,-10%,1%,-3%,-7%,x,-5%
COc1ccc(C(CNC(=O)COc2ccc(F)cc2Cl)N2CCOCC2)cc1 (stereo not given),x,1%,x,2,-1%,x,-5%,-6%,x,x,-1%
N#Cc1c(SCC(=O)Nc2ccc(Cl)cc2Cl)sc2c(O)cc(=O)[nH]c12,2%,u,-11%,2,u,u,u,u,6%,u,3%
CCn1c(NC(=O)c2ccccc2)c(-c2cccs2)c(=O)c2ccccc21,7%,0%,-7%,8,0%,-3%,-5%,-3%,-1%,-7%,-3%
O=c1c2ccccc2nc(-c2ccccc2)n1/N=C/c1ccc([N+](=O)[O-])cc1,-5%,3%,-6%,7,0%,1%,1%,u,-3%,u,-1%
Cc1cc(OCC(=O)N(Cc2ccco2)C2CCS(=O)(=O)C2)ccc1Cl (stereo not given),27%,1%,-10%,6,1%,x,-1%,-11%,-1%,4%,-6%
CC(=O)Nc1cccc(CNCc2cccc(NC(C)=O)c2)c1,-14%,5%,-18%,15,-3%,-2%,-5%,-9%,-2%,2%,3%
COc1ccc(CNC(=O)C(C)OC(=O)C23CC4CC(CC(O)(C4)C2)C3)cc1 (stereo not given),-16%,10%,u,4,1%,-1%,29%,17%,-7%,u,-2%
COc1cccc(/C=C/C(=O)Nc2ccc3c(c2)OCCO3)c1,-29%,0.76µM*,u,-4,2.5µM*,u,1.3µM*,u,0%,7%,-5%
CCCNC(=S)Nc1ccc(Cl)cc1Cl,11µM*,-19%,u,-1,2%,-1%,-5%,u,0%,-7%,-3%
COc1cc(SC)ccc1C(=O)Nc1c(C)cccc1C,u,-8%,-19%,-5,-6%,-29%,-2%,2%,-13%,-11%,27%
Cc1nn(C)cc1NC(=O)c1cc2nc(-c3ccco3)cc(C(F)(F)F)n2n1,-16%,-1%,10%,10,1%,11%,13%,-11%,-4%,6%,4%
CCc1ccccc1N1CC23C=CC(O2)C(C(=O)OC)C3C1=O (stereo not given),16%,7%,3%,9,1%,1%,-4%,4%,2%,-3%,0%
COc1ccccc1CN1CCNC(=O)C1CC(=O)NCCC1=CCCCC1 (stereo not given),28%,0%,8%,4,-1%,-16%,-4%,2%,19%,-14%,-3%
Cc1cccc(N2CCN(S(=O)(=O)c3ccc4c(c3)NC(=O)CS4)CC2)c1C,22%,3%,5%,-7,-4%,x,-1%,-5%,x,-5%,28%
CCOC(=O)Cc1csc(NS(=O)(=O)c2ccc(Br)cc2)n1,0%,-19%,0%,15,-6%,-20%,-4%,20%,4%,-7%,-1%
O=C(NCc1cccs1)c1cc2c(s1)CS(=O)(=O)C2,30%,-3%,0%,-3,1%,u,-3%,5%,23%,-3%,2%
CCC(=O)Nc1cccc(NC(=O)c2ccc3c(c2)OCCO3)c1,15%,17µM*,4%,-16,u,7%,u,u,-12%,-12%,-2%
Cc1ccc(Cc2nnc(SCC(=O)Nc3ccc(C)cc3C)[nH]c2=O)cc1,x,2%,x,11,-1%,x,-4%,13%,x,x,-7%
O=C(Cc1cccs1)N1CCN(S(=O)(=O)c2ccc(F)c(F)c2)CC1,x,0%,x,2,-5%,x,-6%,11%,x,x,-3%
O=C(c1ccc(Cl)c(S(=O)(=O)N2CCc3ccccc3C2)c1)N1CCN(c2ccccc2)CC1,15%[10 µM],0%,-5%,-12,0%,-3%,-7%,u,0%,x,13%
COc1ccc(C(=O)Nc2ccc(Cl)cc2C(=O)NCCO)cc1,-12%,-17%,-13%,-17,x,11%,x,x,0%,1%,3%
CCn1c(SCC(=O)c2ccc(C)cc2)nnc1-c1ccncc1,34%,u,7%,21,1%,8%,12%,-4%,-17%,-26%,-6%
Cc1ccc(NC(=S)/N=C(\N)Nc2nc(C)c3cc(C)ccc3n2)c(C)c1,7.9µM*,-11%,7.1µM*,-3,-2%,-4%,-8%,u,-12%,-9%,-19%
N=C1C(c2ccccc2)=C(O)CN1c1ccccc1,20%,-1%,10%,-5,4%,-9%,9%,6%,-6%,2%,-8%
COCc1nnc(NC(=O)COc2ccc3c(c2)OCO3)s1,-25%,-12%,0%,1,-3%,-1%,-5%,-1%,0%,-3%,19%
CC(=O)Nc1cccc(-c2nnc(SCC(=O)N3CCCCC3)n2C)c1,3%,-10%,-10%,1,0%,-1%,11%,u,-1%,-1%,2%
Cc1ccc(-c2nc(CN(Cc3cnn(C)c3)C(C)C)c(C)o2)o1,1%,-3%,-4%,-4,0%,-25%,-9%,12%,u,4%,-2%
CCc1cc(=O)oc2cc(C)cc(OCC(=O)NCCCN3CCOCC3)c12,u,1%,-3%,-6,1%,1%,8%,23%,2%[0.46 µM],-2%,u
Cc1ccc(S(=O)(=O)N2CCC(C(=O)N[C@@H](C)C(=O)NCC3CCCO3)CC2)cc1 (stereo not given in full),-1%,2%,-8%,8,-1%,4%,-9%,0%,-5%,0%,-4%
COc1ccc(-c2nn(-c3ccccc3)cc2CN2CCCO2)c(F)c1,38%,2%,-12%,4,1%,-22%,0%,-9%,1%,-5%,3%
COc1ccc(-c2noc(CCN3C(=O)c4ccccc4C3=O)n2)cc1OC,-13%,-3%,-3%,-15,-3%,-26%,-12%,-15%,7%,14%,-1%
Cc1ccc(C(=O)CNc2ccccc2)cc1,-17%,9.5µM*,0%,18,19%,-10%,24%,u,x,1%,-1%
CC(=O)Nc1ccc(OCC(=O)c2cc(C)ccc2C)cc1,5%,-5%,-2%,-2,-1%,-5%,2%,2%,13%,3%,1%
Cc1cccc(/N=C/c2nc(-c3ccccc3Br)oc2O)n1,-44%,7.6µM*,-1%,-5,-1%,u,-2%,7%,-1%,20%,-3%
Cc1ccc2c(=O)c(C(=O)c3ccc(F)cc3)cn(CC(=O)NCc3ccco3)c2n1,-4%,2%,6%,19,-3%,-6%,0%,1%,x,30%,7%
N#Cc1ccccc1NC(=O)CSC1=Nc2ccccc2C2CC=NN12 (stereo not given),11µM*,u,u,0,0%,13%,-27%,u,2%,-7%,-1%
Cc1cc(C)cc(C(=O)OCC(=O)NC(=O)NC2CCCC2)c1,x,-3%,x,-8,1%,x,-3%,12%,x,x,14%
Cc1ccc2cc3cc(C(=O)NCc4ccc5c(c4)OCO5)oc3nc2c1,2%,0%,-1%,-7,-3%,1%,2%,-9%,2%,7%,1%
N#Cc1cccc(NC(=O)Cn2c3[n+](c4ccc(C(F)(F)F)cc42)CCCCC3)c1,-10%,5%,-15%,-10,-7%,-4%,-3%,3%,-3%,-6%,-2%
CC1(C)SC2[C@H](NC(=O)C(NC(=O)N3CCNC3=O)c3ccccc3)C(=O)N2C1C(=O)O (stereo not given in full),4%,17%,4%,x,-3%,6%,-1%,-3%,-1%,7%,-4%
CCCNC(=O)N1CCC(C(=O)c2ccc(Cl)cc2)CC1,16%,-2%,u,6,-5%,4%,-2%,-3%,-11%,-4%,3%
O=C1NCCCC1C(=O)N/N=C/c1ccccc1 (stereo not given),-5%,2%,-12%,-8,-3%,0%,-6%,-4%,-6%,13%,-6%
C[C@H]1CNC(=O)C(=O)N1C[C@H](Cc1ccc(O)cc1)NC(=O)CC12CC3CC(CC(C3)C1)C2,-9%,0%,2%,-4,0%,10%,5%,-14%,-1%,4%,0%
Cc1sc2nc(SCC(=O)N(C)C)[nH]c(=O)c2c1C,6%,5%,-4%,1,-3%,7%,-10%,12%,-2%,0%,1%
COc1cc(NS(=O)(=O)c2ccccc2)ccc1-n1nc(C)cc1C,u,3%,11%,-4,-2%,u,-3%,1%,8%,-3%,0%

# These rows are one share of the data; the hit share may differ from the screen's.
